FEN1 inh = human FEN1 inhibition; Recombinant FEN1 flap cleavage, fluorescence, 15 min; Potency, µM (series often up to 114 µM), without a hit: at the top dose activity change, negative = inhibition, actives largely listed as inhibitors; 390,000 tested, 0.35% active; also: nearly all actives have a fitted effect of over 65% in size
Target sequence (P39748 whole entry, looked up): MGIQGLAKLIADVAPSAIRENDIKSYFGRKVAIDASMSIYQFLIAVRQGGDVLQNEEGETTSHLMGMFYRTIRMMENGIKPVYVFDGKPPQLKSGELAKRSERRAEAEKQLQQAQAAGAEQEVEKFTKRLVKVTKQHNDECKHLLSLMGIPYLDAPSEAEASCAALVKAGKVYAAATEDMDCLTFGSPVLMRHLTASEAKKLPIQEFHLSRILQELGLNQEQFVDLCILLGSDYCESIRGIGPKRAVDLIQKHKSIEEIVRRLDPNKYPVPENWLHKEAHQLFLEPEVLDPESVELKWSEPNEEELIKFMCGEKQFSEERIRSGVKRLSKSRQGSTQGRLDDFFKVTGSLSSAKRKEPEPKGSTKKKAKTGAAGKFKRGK
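FEN1 at 10 nM preincubated with compounds 15 min at room temperature, then flap DNA substrate added at 50 nM final. Signal read at 0 and 15 min; concentration-response fitted with four-parameter Hill equation.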
N370S GC mod = inhibitors or activators of N370S glucocerebrosidase for Gaucher disease | N370S GC spleen homogenate, 4MU-glucoside fluorescence | Potency, µM (series often up to 59.4 µM), without a hit: top-dose activity change, negative = inhibition, hits mostly inhibitors | 330,000 tested, 0.092% active;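 also: 0% = full enzyme activity and -100% = no enzyme basal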
TDP1 cell CPT = growth inhibition of DT40 Tdp1-/-;hTDP1 cells with camptothecin (screen for TDP1 inhibitors); chicken DT40 Tdp1-/-;hTDP1 cells + 20 nM CPT, ATP luminescence, 48 h; Potency, µM (top dose mostly 46.2 µM), for the others: at the highest dose activity change, negative = growth inhibition, most hits filed as inhibitors; 420,000 tested, 12% active; AID 686979; also: nearly all actives have a fitted effect of over 55% in size
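Chicken DT40 Tdp1-/- cells complemented with human TDP1, 400 cells/well, exposed to compounds plus 20 nM camptothecin for at least 48 h at 37 C; viability read as ATP content by CellTiter-Glo luminescence.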
Active calls of the source: *; ? = inconclusive; . = no result given; & = joins results of further samples; [ ] = remark or other dose. Calls follow the shape of the dose curve; as a rule, active = well fitted curve in the direction sought with a large enough effect; inconclusive = small, poorly fitted or top-dose-only effect, or another doubt; inactive = no such curve, though single readings can be large; an effect the other way counts as inactive or inconclusive. Unless noted, % is scaled to controls: 0 for no effect and ±100 for the full control effect; potency is read from the fitted curve at half-maximal effect.

item	canonical_smiles	FEN1 inh	N370S GC mod	TDP1 cell CPT
1	CN(C(=O)c1ccccc1OC1CCN(S(C)(=O)=O)CC1)C1CCOC1 (stereo unspecified)	-9%	3%	6%
2	O=S(=O)(NCCNCC=Cc1ccc(Br)cc1)c1cccc2cnccc12	-20%	.	10µM*
3	Cc1ccc(/C(N)=N/OC(=O)COc2ccccc2Cl)cc1	-2%	?	-20%
4	CN(C(=O)CSC1=Nc2ccccc2C2=NC(c3ccccc3)C(=O)N12)C1CCCCC1 (stereo unspecified)	-10%	19%	21µM*
5	CC(=O)Nc1ccc(/C(C)=N/NS(=O)(=O)c2ccccc2)cc1	8%	17%	5%
6	Cc1nn(-c2ccccc2)c(N)c1N=Nc1cccc(S(=O)(=O)N2CCOCC2)c1	-8%	?	?
7	COc1cccc(/C(C)=N/NS(=O)(=O)c2ccc(Cl)cc2)c1	-8%	1%	3%
8	CN1CCN(C(=O)CSc2ccc(Cl)cc2)CC1	-1%	-2%	9%
9	O=c1cc(N2CCCCC2)c(-c2ccccc2)n[nH]1	1%	10%	6%
10	CC(C)c1ccc(S(=O)(=O)c2cnc(=S)[nH]c2N)cc1	16%	3%	-2%
11	O=C(NCCc1ccccc1)C1(S(=O)(=O)c2ccc(Cl)cc2)CC1	19%	-9%	-25%
12	CC(Sc1nc(N)c2c3c(sc2n1)CSC(C)(C)C3)C(=O)Nc1ccccc1 (stereo unspecified)	3%	?	18µM*
13	O=C1CC(N2CCCc3ccccc32)C(=O)N1c1ccccc1Cl (stereo unspecified)	6%	0%	-23%
14	COc1ccc(C(=O)C(O)C(c2ccc(C)cc2)N2CCOCC2)cc1OC (stereo unspecified)	7%	-1%	-2%
15	CC(=O)Nc1ccc(Nc2nc(-c3sc(C)nc3C)cs2)cc1	-5%	-2%	16µM*
16	O=C(OCC(=O)N(CCc1ccccc1)Cc1ccccc1)c1ccccc1NCCO	2%	?	?
17	COc1cc(/C=N/Nc2nc3ccccc3s2)ccc1OC(=O)c1ccccc1F	-26%	6%	6.5µM*
18	O=C(Nc1ccc(Br)cc1)C1OCCc2ccccc21 (stereo unspecified)	?	-2%	-3%
19	O=C(O)CCCC(=O)N1CCc2cc(S(=O)(=O)NCc3ccc(F)cc3)ccc21	-4%	25%	3%
20	CC1CCc2c(sc3nnn(CC(=O)Nc4cccc(C(F)(F)F)c4)c(=O)c23)C1 (stereo unspecified)	1%	.	?
21	CC(C)C(CC(=O)N1CCCCC1)C1CCOC(C)(C)C1 (stereo unspecified)	-10%	5%	-18%
22	COc1ccc(COCC(O)CN2CCc3ccccc3C2)cc1OC (stereo unspecified)	5%	-2%	7%
23	O=C(NCCN1CCOCC1)c1cc(S(=O)(=O)NCCCN2CCCC2=O)ccc1Cl	-10%	5%	9%
24	CCCc1cc(C(=O)Nc2sc(C)c(C)c2C(=O)OCC)no1	3%	4%	?
25	O=C(NC1CCCCCC1)C1CC(=O)N(c2ccc(Cl)cc2)C1 (stereo unspecified)	-4%	1%	-1%
26	CCn1cc(C(=O)Nc2cccc(C(=O)OC)c2)c(=O)c2ccc(C)nc21	-4%	-6%	-28%
27	COc1ccc(CCN(C)C(=O)COc2ccc(C(=O)c3ccccc3)cc2)cc1OC	2%	-7%	?
28	COc1cccc(C(=O)COC(=O)c2n[nH]c(=O)c3ccccc23)c1	-10%	?	9%
29	COc1ccc(NC(=O)CN2CC(c3ccccc3)CC2=O)cc1OC (stereo unspecified)	15%	20%	-9%
30	Cc1ccc(S(=O)(=O)N2CCN(c3ccnc(-c4cccs4)n3)CC2)cc1	-8%	.	?
31	COc1ccc(C2C(C(C)=O)=C(O)C(=O)N2c2ccc(C)cc2)cc1 (stereo unspecified)	-6%	1%	-12%
32	C=CCOc1c(Cl)cc(Cl)cc1S(=O)(=O)NCCO	0%	.	11%
33	Cc1c(Cl)ccc2c(C(=O)Nc3cc(C(C)(C)C)on3)cc(-c3ccccn3)nc12	3%	0%	?
34	OC1CCCCC1	9%	-2%	-12%
35	Cc1ccccc1C1CC(c2ccccc2)Nc2ncnn21 (stereo unspecified)	-4%	-4%	?
36	Fc1cccc(-c2n[nH]c(=S)n2-c2ccccc2)c1	-8%	0%	-7%
37	COc1ccc(NC(=S)NNC(=O)C2CC2c2ccc(C)cc2)cc1 (stereo unspecified)	-3%	7%	3%
38	Cc1ccc(S(=O)(=O)N2CCCCC2)cc1NC(=O)COC(=O)Cc1cccc(C(F)(F)F)c1	-11%	11%	3%
39	Cn1c(NC(=O)c2ccccc2)c(-c2ccccn2)c(=O)c2ccccc21	10%	6%	-21%
40	C=CCn1c(Sc2nncn2C)nc2c1c(=O)[nH]c(=O)n2C	-12%	-2%	-4%
41	O=C(CN1CSCC1=O)N1CCN(S(=O)(=O)c2cc(C(F)(F)F)ccc2Cl)CC1	1%	0%	2%
42	COc1ccccc1N1CCN(CCCNc2c(C)c(=O)n(C)c(=O)n2C)CC1	0%	0%&3%	-9%&-7%
43	O=C(CS(=O)(=O)c1ccccc1)Nc1nnc(C(F)(F)F)s1	-1%	2%	0%
44	CC1(C)CC(=O)/C(=C(\O)c2ccccc2)C(=NCCc2ccccc2)C1	0%	?	-9%
45	C=CCNC(=O)/C=C/c1ccc(C(C)C)cc1	-6%	26%	?
46	CC(=O)NCCC(=O)Nc1ncc(S(=O)(=O)c2ccc([N+](=O)[O-])cc2)s1	-4%	-20%	-19%
47	COc1ccc(NC(=O)CSc2c(C)nn(-c3nnc(C)c(=O)[nH]3)c2C)cc1	5%	-1%	10%
48	CCOC(=O)CC1C(=O)NCCN1C(=O)c1cc2c(=O)n3cccc(C)c3nc2s1 (stereo unspecified)	-10%	?	-14%
49	COc1cc(C)nc(N2CCCC(C(=O)Nc3cc(Cl)ccc3OC)C2)n1 (stereo unspecified)	-14%	8%	?
50	CN(CC(=O)NCCCn1ccnc1)S(=O)(=O)c1ccc(Cl)cc1	16%	.	-1%
51	COc1ccc(NC(=O)/C=C/c2ccccc2[N+](=O)[O-])c(OC)c1	-3%	-6%	?
52	Cc1ccccc1-c1noc(-c2ccc(N3CCCC3)c([N+](=O)[O-])c2)n1	-4%	.	-9%
53	Cc1cc(C(C)(C)C)ccc1OCCOCCN1CCCC1	8%	-2%	?
54	Nc1nnc(CCOc2ccccc2Cl)s1	-5%	5%	4%
55	COc1cnn(-c2ccccc2)c(=O)c1SCc1ccc(Cl)cc1Cl	-16%	7%	29µM*
56	Cc1cc(C)cc(-n2ccnc(NCCc3ccccc3)c2=O)c1	-4%	.	?
57	CCc1nc(SCc2ccccn2)[nH]c(=O)c1C	10%	-8%	3%
58	COc1ccc(Cl)cc1NC(=O)CN1CCC(n2nnc3ccccc32)CC1	7%	8%	-28%
59	O=C(c1cc(-c2cccs2)nc2ccccc12)N1CCN(c2ccccc2O)CC1	2%	-11%	?
60	COc1cccc(-c2cn3nc(C)c(C)nc3n2)c1	-12%	-29%	?

Sorted by count of non-hydrogen atoms (rising): some entries from above
item	canonical_smiles	FEN1 inh	N370S GC mod	TDP1 cell CPT
53	Cc1cc(C(C)(C)C)ccc1OCCOCCN1CCCC1	8%	-2%	?
44	CC1(C)CC(=O)/C(=C(\O)c2ccccc2)C(=NCCc2ccccc2)C1	0%	?	-9%
48	CCOC(=O)CC1C(=O)NCCN1C(=O)c1cc2c(=O)n3cccc(C)c3nc2s1 (stereo unspecified)	-10%	?	-14%

2 entries picked at random from the list so far, as already listed:
item	canonical_smiles	FEN1 inh	N370S GC mod	TDP1 cell CPT
49	COc1cc(C)nc(N2CCCC(C(=O)Nc3cc(Cl)ccc3OC)C2)n1 (stereo unspecified)	-14%	8%	?
42	COc1ccccc1N1CCN(CCCNc2c(C)c(=O)n(C)c(=O)n2C)CC1	0%	0%&3%	-9%&-7%

Next records
item	canonical_smiles	FEN1 inh	N370S GC mod	TDP1 cell CPT
61	CCN(c1ccccc1)S(=O)(=O)c1ccc(F)cc1C	-13%	1%	-26%
62	CC(C)NC(=O)c1onc(CSc2ccncc2)c1C(=O)NC(C)C	15%	.	-10%
63	O=C(N/C(=C/c1ccco1)C(=O)N1CCCCCC1)c1cccs1	-1%	-3%	-11%
64	CCN(CC)C(=O)c1cccc(-c2ccc(OC)cc2)c1	-1%	-3%	-28%
65	O=C(NC1CCS(=O)(=O)C1)c1cccc(S(=O)(=O)N2CCOCC2)c1 (stereo unspecified)	-6%	2%	-4%
66	Nc1ccc(Br)cc1C(NCC(=O)O)c1ccccc1 (stereo unspecified)	11%	2%	-5%
67	CC(C)(C)C(=O)O/N=C(\N)c1ccc(-c2csnn2)cc1	4%	7%	0%
68	CN(C)c1ccc(/C=C/c2ccnc3ccccc23)c(F)c1	?	.	?
69	CC(=O)Nc1ccc(C)cc1	-2%	-9%	-5%
70	CC(SCC(=O)Nc1ccccc1)c1nc2ccccc2c(=O)[nH]1 (stereo unspecified)	3%	-16%	-3%
71	COc1ccccc1C(=O)Nc1ccccc1SCc1cc(=O)c2ccccc2[nH]1	7%	.	?
72	CN(C)CCCNC(=O)C[C@H]1C[C@H](C(=O)N2CCCCC2)[C@@]2(CCc3ccccc3)c3[nH]c4ccc(Cl)cc4c3CCN2C1=O	8%	.	-21%
73	O=C1ON=C(c2ccccc2)/C1=C/c1cccnc1	20%	-9%	-15%
74	COc1ccc2c(c1)c(C(=O)N/N=C/c1cccc(O)c1)c(C)n2C	0%	-3%	18µM*
75	Nc1ccc(Oc2ccc3nc(-c4ccccc4)c(-c4ccc([N+](=O)[O-])cc4)nc3c2)cc1	9%	-26%	16µM*
76	CC1Nc2ncnc(N3CCN(c4ccccc4)CC3)c2N(Cc2ccc(Br)cc2)C1=O (stereo unspecified)	-9%	-12%	?
77	CN(C)S(=O)(=O)c1ccc(S(=O)(=O)NC2CCOC(C)(C)C2)cc1 (stereo unspecified)	-16%	5%	0%
78	CCOC(=O)N1CCc2c(sc3c2c(=O)n(-c2ccccc2)c(=O)n3CC(=O)Nc2ccc(OC)cc2OC)C1	5%	.	?
79	Cc1ccccc1CN1C2=NCCCN2c2ccccc21	-6%	-15%	18µM*
80	Cc1cnc(C(=O)NCC(=O)Nc2ccccc2Br)cn1	1%	-2%	1%
81	O=C(COC(=O)C1CCC(=O)N1)Nc1ccc(Oc2ccccc2)cc1 (stereo unspecified)	4%	-3%	13%
82	CC(C)=C(C#N)c1nc2ccccc2s1	7%	8%	-5%
83	C=CCNc1nc(NCc2ccccc2)c(C#N)c2c1CN(C)CC2	9%	-1%	18µM*
84	Cc1nc2nc(C)c(NS(=O)(=O)c3ccc(Cl)s3)c(=O)n2[nH]1	-11%	-4%	-2%
85	CC(=O)c1cccc(S(=O)(=O)NC(C)C2CC3CCC2C3)c1 (stereo unspecified)	-14%	-12%	-16%
86	Cc1c(C(=O)Nc2cccc(C(F)(F)F)c2)sc2nc3n(c(=O)c12)CCCC3	-3%	.	10µM*
87	COc1ccc(S(=O)(=O)NCCCN2CCOCC2)cc1F	21%	-24%	-2%
88	CCOc1ccc(N(c2nc(-c3ccc(OC)c(OC)c3)no2)c2nc(-c3ccc(OC)c(OC)c3)no2)cc1	-5%	.	3%
89	COc1cc(CN2CCC(n3nccc3NC(=O)CCCc3ccccc3)CC2)ccc1O	4%	-7%	-30%
90	CC(C)C[C@H](NC(=O)N1CCn2c1nc1ccccc12)C(=O)N[C@H](Cc1ccccc1)C(=O)O	16%	2%	3%

Structures shown so far that contain a COOH group (three):
item	canonical_smiles	FEN1 inh	N370S GC mod	TDP1 cell CPT
19	O=C(O)CCCC(=O)N1CCc2cc(S(=O)(=O)NCc3ccc(F)cc3)ccc21	-4%	25%	3%
66	Nc1ccc(Br)cc1C(NCC(=O)O)c1ccccc1 (stereo unspecified)	11%	2%	-5%
90	CC(C)C[C@H](NC(=O)N1CCn2c1nc1ccccc12)C(=O)N[C@H](Cc1ccccc1)C(=O)O	16%	2%	3%

The list goes on.
item	canonical_smiles	FEN1 inh	N370S GC mod	TDP1 cell CPT
91	c1ccc(-c2oc3ncnc(NCCN4CCOCC4)c3c2-c2ccccc2)cc1	-9%	?	?
92	COc1cccc(NC(=O)CCc2nc(-c3cc(OC)c(OC)c(OC)c3)no2)c1	-13%	.	18µM*
93	O=C(CN1C(=O)C2C3CCC(C3)C2C1=O)NCc1ccco1 (stereo unspecified)	11%	-5%	8%
94	Cc1cc(O)c(NC(=O)c2ccc(C)c([N+](=O)[O-])c2)cc1C	0%	-2%	19%
95	COc1ccccc1-n1nnnc1SCC(=O)NC1CCCC1	49%[activator]	-3%	-11%
96	COc1cc(NC(=O)N2CCOCC2)cc(OC)c1	-12%	-24%	2%
97	CC(Nc1cccc(C(=O)NC2CC2)c1)c1nnc(-c2ccccc2)o1 (stereo unspecified)	11%	.	-19%
98	N#Cc1cccc(NC(=O)CCC2CCCC2)c1	8%	-4%	0%
99	Cc1ccccc1C(=O)O/N=C(\N)Cc1cccs1	-10%	-4%	?
100	O=C(c1cccc(-c2nnc(-c3ccccc3)o2)c1)N1CCCCCC1	0%	-9%	?
101	O=[N+]([O-])c1cccc(-c2nnc(C3CC3)o2)c1	1%	-4%	0%
102	O=S(=O)(NCC(c1ccccc1)N1CCc2ccccc21)c1ccccc1 (stereo unspecified)	?	.	?

Screens: PubChem, National Center for Advancing Translational Sciences (NCATS)

Some of the compounds tested; count on the stated rates, not on these rows.
